# High-throughput results as filed in PubChem BioAssay.
# Runt-CBFb FRET: inhibitors of RUNX1 Runt–CBFb binding, primary screen, biochemical, FRET, Cerulean-Runt, Venus-CBFb, uHTS; Runt-related transcription factor 1 (Homo sapiens) + Core-binding factor subunit beta …; Cerulean-Runt/Venus-CBFb FRET ratio 530/480, 1 h; inhibition, % at 20 µM; 220,000 compounds, 0.46% hits; AID 1496, 2009;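 active means inhibition over about 50% at 20 µM in the single-dose screen, limit read from the data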;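 further: 0% = DMSO wells and 100% = excess unlabeled CBFb competitor control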
#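 Assay system: Cerulean-tagged RUNX1 Runt domain (FRET donor) fusion protein / Amount: 100 nM each of Venus-CBFb and Cerulean-Runt domain / Medium: Tris buffer pH 7.5 with salts and BSA / Also added: Venus-CBFb 100 nM / Schedule: 1 h complex formation plus 1 h compound treatment, room temperature / Signal: FRET fluorescence / Read-out: loss of energy transfer signal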
# 14-3-3 Bad PPI: inhibitors of 14-3-3 zeta/Bad binding, primary screen, biochemical, TR-FRET, bovine 14-3-3 zeta. 14-3-3 protein zeta/delta (Bos taurus), P63103. TR-FRET 14-3-3zeta/Dy647-pBad peptide displacement, 1 h. inhibition, % at 21.7 µM. 220,000 compounds, 0.71% hits;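 active means inhibition above about 70%, limit read from the data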;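 further: 0% = full 14-3-3 plus peptide FRET controls and 100% = background without 14-3-3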
# Target sequence (P63103 whole entry, looked up): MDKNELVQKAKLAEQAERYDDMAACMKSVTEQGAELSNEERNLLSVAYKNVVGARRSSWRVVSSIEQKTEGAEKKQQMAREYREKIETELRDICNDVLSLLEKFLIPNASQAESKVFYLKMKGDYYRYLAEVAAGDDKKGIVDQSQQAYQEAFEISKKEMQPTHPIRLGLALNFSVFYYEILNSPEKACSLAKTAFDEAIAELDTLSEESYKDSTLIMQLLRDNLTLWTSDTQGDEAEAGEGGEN
# zVAD death inh: inhibitors of zVAD-triggered necroptosis, primary screen, L929 cells; L929 zVAD necroptosis rescue, ATP luminescence, 24 h; with zVAD 60 µM; viability rescue, % at 10 µM; 220,000 compounds, 0.38% hits;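 active means activation, scaled between plate controls, above about 75%, limit read from the data; inactive means activation under that limit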;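 further: 0% = zVAD with DMSO and 100% = DMSO alone without zVAD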
# p47phox inh: p47phox/p22phox peptide binding inhibitors, primary screen, biochemical, uHTS, NADPH oxidase regulatory subunit; fluorescence polarization, 2 h; inhibition, % at 24.7 µM; 220,000 compounds, 0.53% hits; AID 1274, 2008;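 active means inhibition above about 30%, limit read from the data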;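 further: 0% = p47phox with labelled peptide and 100% = labelled peptide alone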
# MDM2 E3 inh: MDM2-luciferase reporter signal enhancers, primary screen, MDM2 E3 ligase inhibitor project, cell-based, luminescence, 1536-well; cell-based MDM2 ubiquitination luciferase reporter, 2 h; 0 = plate control, 100 = twice control, blank-subtracted; signal enhancement, % at 5 µM; 210,000 compounds, 0.11% hits;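 active means signal enhancement of 30% or more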;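 further: luminescence tracks abundance of the self-degrading MDM2-luciferase fusion protein; higher signal means inhibition of MDM2 E3 ligase activity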
#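 Test system: mammalian cells stably expressing self-ubiquitinating, self-degrading MDM2 E3–luciferase fusion; Amount: 2000 cells in each well; Medium: DMEM; Schedule: 4 h settle plus 2 h compound, 37 °C; Technique: SteadyLite luciferase luminescence after 15 min room-temperature reagent incubation; Benchmarks: plate control and blank wells.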
# Runt-SMMHC FRET: inhibitors of RUNX1 Runt–CBFb-SMMHC binding, primary screen, biochemical, FRET, Cerulean-Runt, Venus-CBFb-SMMHC, uHTS | Cerulean-Runt/Venus-CBFb-SMMHC FRET ratio 530/480, 1 h | inhibition, % at 20 µM | 220,000 compounds, 0.74% hits | AID 1434, 2008;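 active means mean inhibition across duplicate retests at 20 µM reaching about 50%, limit read from the data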;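 further: 0% = DMSO wells and 100% = wells with excess untagged CBFb-SMMHC; inhibitors lower the FRET ratio by blocking Runt binding to CBFb-SMMHC; some results filed as inactive read as strong as hits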
# EBV gp42 inh: Epstein-Barr virus gp42 inhibitors, primary screen, biochemical, uHTS, fluorescence polarization | Glycoprotein 42 (Epstein-Barr virus (strain AG876)), Q1HVG2 | Fluorescence polarization binding assay, mP read-out | inhibition, % (tested at 21.74 µM) | 220,000 compounds, 0.42% hits | AID 1085, 2008; in the data active means inhibition above about 50%
# Target sequence (Q1HVG2 whole entry, looked up): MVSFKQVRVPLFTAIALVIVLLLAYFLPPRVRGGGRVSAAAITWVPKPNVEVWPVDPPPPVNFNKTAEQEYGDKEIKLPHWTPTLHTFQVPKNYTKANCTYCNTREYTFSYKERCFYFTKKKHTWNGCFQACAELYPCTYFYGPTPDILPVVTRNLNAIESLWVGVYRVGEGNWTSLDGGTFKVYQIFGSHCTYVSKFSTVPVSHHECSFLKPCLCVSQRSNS
# Hck-Nef inh: inhibitors of Nef-activated human Hck kinase, primary screen, biochemical, Z-Lyte FRET, 384-well, Hck-YEEI | Tyrosine-protein kinase HCK (Homo sapiens), P08631 | Recombinant Hck-YEEI plus Nef, Z-Lyte FRET kinase assay | inhibition, % at 20 µM | 220,000 compounds, 0.68% hits | AID 463187, 2010;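 active means Hck-Nef kinase inhibition above about 50%, limit read from the data; inactive means inhibition below that limit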;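 further: 0% = DMSO with Hck plus Nef and 100% = Hck alone without Nef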
# Target sequence (P08631 whole entry, looked up): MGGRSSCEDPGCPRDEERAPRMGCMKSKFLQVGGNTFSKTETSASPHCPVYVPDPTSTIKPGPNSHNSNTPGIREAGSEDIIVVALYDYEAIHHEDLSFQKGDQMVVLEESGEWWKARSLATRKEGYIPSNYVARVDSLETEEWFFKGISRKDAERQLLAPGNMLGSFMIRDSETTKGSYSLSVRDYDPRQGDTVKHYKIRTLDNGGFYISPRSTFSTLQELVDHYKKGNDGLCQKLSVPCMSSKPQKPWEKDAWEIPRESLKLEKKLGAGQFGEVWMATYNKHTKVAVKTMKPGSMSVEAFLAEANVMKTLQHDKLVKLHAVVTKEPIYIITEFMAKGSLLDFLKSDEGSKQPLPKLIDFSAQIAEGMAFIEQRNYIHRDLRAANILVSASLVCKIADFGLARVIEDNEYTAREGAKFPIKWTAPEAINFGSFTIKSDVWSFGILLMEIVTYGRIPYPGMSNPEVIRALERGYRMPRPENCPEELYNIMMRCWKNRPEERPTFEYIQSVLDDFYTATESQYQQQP
# TbHK1 inh: Trypanosoma brucei hexokinase 1 inhibitors, primary screen, biochemical, G6PDH-coupled NADH absorbance, MLSCN library; hexokinase 1 [Trypanosoma brucei]; recombinant TbHK1, G6PDH-coupled NADH A340; inhibition, % at 10 µM; 220,000 compounds, 0.11% hits;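 active means inhibition of 50% or more in the single-dose primary screen; inactive means inhibition below 50%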
# * marks the source's active call; other numbers are inactive results; . = no result given; [ ] = remark or other dose. An unsorted share of the library (roughly 3.2% active in at least one column).
# A first look:
SMILES,Runt-CBFb FRET,14-3-3 Bad PPI,zVAD death inh,p47phox inh,MDM2 E3 inh,Runt-SMMHC FRET,EBV gp42 inh,Hck-Nef inh,TbHK1 inh
S=C(NCCc1ccccc1)NCCc1ccccc1,-2,8,-0.3,13,-8,1,-18,2,6
O=C(c1ccc2ccccc2n1)N1CCN(c2ccccc2Cl)CC1,0,-6,2.1,-7,-3,2,-20,29,-7
COC(=O)CNC(=O)CSc1nnc(-c2ccc(OC)cc2)n1CC(C)C,2,-4,0.5,3,-5,2,-6,2,-7
CCS(=O)(=O)c1nn2c(N)c(/C=C3/C=CC(=O)C(OC)=C3)c(=O)nc2s1,-38,-6,1.1,-31,-1,-147,-122,-5,-28

# The list itself, from the first entry:
SMILES,Runt-CBFb FRET,14-3-3 Bad PPI,zVAD death inh,p47phox inh,MDM2 E3 inh,Runt-SMMHC FRET,EBV gp42 inh,Hck-Nef inh,TbHK1 inh
S=C(NCCc1ccccc1)NCCc1ccccc1,-2,8,-0.3,13,-8,1,-18,2,6
O=C(c1ccc2ccccc2n1)N1CCN(c2ccccc2Cl)CC1,0,-6,2.1,-7,-3,2,-20,29,-7
COC(=O)CNC(=O)CSc1nnc(-c2ccc(OC)cc2)n1CC(C)C,2,-4,0.5,3,-5,2,-6,2,-7
CCS(=O)(=O)c1nn2c(N)c(/C=C3/C=CC(=O)C(OC)=C3)c(=O)nc2s1,-38,-6,1.1,-31,-1,-147,-122,-5,-28
COc1cccc(Nc2nnc(SCC(=O)N(CC(C)C)CC(C)C)s2)c1,-3,-4[fluorescence artefact?],1.0,-10,-11,2,-16,1,4
C=CCN1C(=O)S/C(=C/c2ccc(Sc3nc4ccccc4[nH]3)o2)C1=O,2,-17[fluorescence artefact?],0.2,-39,-1,-6,-19,7,5
CC(=O)N1CCN2C(=O)C1CCCC(=O)c1cc(C(C)C)ccc12 (stereo not given),0,1,0.1,-3,0,3,-3,2,10
CC(C)(C)NC(=O)NC(=O)COC(=O)Cc1coc2ccc3ccccc3c12,1,7,1.5,-5,.,8,3,-3,4
Cc1ccc(C)c(Oc2cc(NC(=O)CCCn3nc(C)c([N+](=O)[O-])c3C)cc([N+](=O)[O-])c2)c1,0,4[fluorescence artefact?],.,-17,-5,-3,-7,-1,-12
CC1=CN2CC(O)CN=C2C=C1 (stereo not given),2,1,-0.8,-12,-10,0,-11,0,-12
Cc1ccccc1C(C(=O)NC1CCCC1)N(C(=O)CNC(=O)c1ccco1)c1cccnc1 (stereo not given),-2,-13,5.7,-9,-1,-2,-2,20,-2
NS(=O)(=O)c1ccc(CCN2C(=O)/C(=C\c3ccc(Cl)cc3)SC2=S)cc1,-8,-10,-1.4,-17,1,-34,-15,5,-17
CCOc1cc(NC(=O)CCl)c(OCC)cc1NC(=O)CCl,-1,3,6.1,1,.,-2,1,24,1
CC(C)OP(=O)(OC(C)C)C(NC(=O)c1ccccc1Br)C(N)=O (stereo not given),9,-9,-0.9,2,-15,-2,0,9,5
Clc1ccc(Cc2nnc(-c3cccs3)o2)cc1,0,10[fluorescence artefact?],.,-3,.,1,-16,-4,1
COc1ccc(C(=O)Nc2nc3nc(-c4ccccc4)cc(=O)n3[nH]2)cc1,0,10,1.3,-16,-6,1,28,0,-6
O=C(NCC1COc2ccccc2O1)c1ccco1 (stereo not given),0,-8,-0.6,-4,-9,2,-4,-1,-2
CCOC(=O)Cn1nnnc1CN(Cc1ccccc1)Cc1cc2cc(CC)ccc2[nH]c1=O,-7,8,-0.5,-2,-18,-2,-9,-6,0
CC(=O)Nc1ccc(S(=O)(=O)NCC(=O)OC(C)c2ccccc2Cl)cc1 (stereo not given),-3,1,2.0,-1,-3,2,-7,2,-4
O=C(COC(=O)c1ccc([N+](=O)[O-])s1)NCc1ccccc1,1,3,3.2,-11,-8,-1,2,0,-10
CCc1nnc(NC(=O)CSc2nnc(-c3cccnc3)n2CC)s1,77*,9[fluorescence artefact?],0.4,-7,-16,-9,-4,4,-2
COC(=O)c1ccccc1NC(=O)CNc1cc(Cl)ccc1N1CCOCC1,-3,-10[fluorescence artefact?],0.3,-32,-15,-5,-13,1,21
COc1ccc(-c2nc(-c3cccnc3)no2)cc1OC,-2,-1,2.4,-10,-4,0,-15,11,-8
CC(C)OCCCNC(=O)CNC(=O)c1cccs1,-2,-3,-0.2,-4,6,4,-6,-2,-5
O=S(=O)(Nc1nc2ccc(S(=O)(=O)N3CCCC3)cc2s1)c1ccc(F)cc1,2,15[fluorescence artefact?],0.3,-36,3,-4,-4,-20,-1

# Part of the list above, tab-delimited.
SMILES	Runt-CBFb FRET	14-3-3 Bad PPI	zVAD death inh	p47phox inh	MDM2 E3 inh	Runt-SMMHC FRET	EBV gp42 inh	Hck-Nef inh	TbHK1 inh
COc1ccc(C(=O)Nc2nc3nc(-c4ccccc4)cc(=O)n3[nH]2)cc1	0	10	1.3	-16	-6	1	28	0	-6
CC(=O)Nc1ccc(S(=O)(=O)NCC(=O)OC(C)c2ccccc2Cl)cc1 (stereo not given)	-3	1	2.0	-1	-3	2	-7	2	-4

# More results follow:
SMILES,Runt-CBFb FRET,14-3-3 Bad PPI,zVAD death inh,p47phox inh,MDM2 E3 inh,Runt-SMMHC FRET,EBV gp42 inh,Hck-Nef inh,TbHK1 inh
O=C(NC(=S)NNC(=O)[C@H]1C[C@@H]1c1ccccc1)c1cccc(F)c1,21,-15,0.3,-10,-11,1,-1,12,-7
CCc1ccc(/C=C2\SC(=S)N(CCCC(=O)Nc3nccs3)C2=O)cc1,-8,-1,0.6,-1,-8,-2,-21,2,-13
COC(=O)/C(=C/c1cccnc1)NC(=O)c1ccccc1,1,4[fluorescence artefact?],-1.3,-2,-5,1,-2,-3,3
COC(C[C@H](O)C[C@@H](O)COCc1ccccc1)OC,0,-2,-0.1,-43,18,1,-11,29,-16
CC(=O)SCCC(=O)Nc1ccccc1,0,-3,0.9,-3,-9,0,-35,-5,6
CCOC(=O)C1CCCN(C(=O)c2ccc(Cl)c(S(=O)(=O)N3CCCCC3)c2)C1 (stereo not given),-2,-9,0.7,9,-21,2,6,24,-2
COc1ccc2c(c1)CCc1cn3nc(C)cc3nc1-2,9,-13,1.6,24,-11,11,1,-70,-8
O=C(C1CCCN(S(=O)(=O)c2cccc3nonc23)C1)N1CCN(c2ccccc2)CC1 (stereo not given),1,-13,-0.4,-12,2,3,2,2,-9
Oc1oc(-c2ccccc2)nc1C=NCc1ccncc1,-2,5[fluorescence artefact?],-0.3,-3,-19,4,-3,-9,-45
Cc1ccc(N2CCN(CCCCN3C(=O)C4CCCN4C3=O)CC2)cc1 (stereo not given),0,-7,-0.1,2,-3,-3,-1,4,3
COCc1cc(=O)[nH]c(=S)[nH]1,-1,3,0.4,10,0,1,-15,3,2
O=c1[nH][nH]c2cc(=O)n(-c3ccc(Cl)cc3)nc12,-5,92*,-1.0,6,-10,-1,6,5,-1
Cc1noc(NS(=O)(=O)c2ccc(NC(=O)CCCOc3ccc(Cl)cc3Cl)cc2)c1C,-6,19,0.0,-5,-4,-4,-13,6,-1
COC(=O)C1=C(C(=O)OC)[C@@H]2N(C)c3ccccc3[C@@]23C[C@@H](CO)N(C(=O)NCCBr)C3=N1,-2,-3,1.0,-29,14,-1,-8,20,-21
O=C(NCc1ccc(N2CCCC2=O)cc1)Nc1ccccc1,2,6[fluorescence artefact?],0.7,12,2,2,-5,11,6
Cc1noc(C)c1CN1C(=O)NC2(CCc3ccccc3C2)C1=O (stereo not given),.,-17,-0.3,1,-20,.,-11,2,5
C=CCn1cc(C(=O)OC)c(=O)c2cc(S(=O)(=O)N(CC)CC)ccc21,2,16,-0.1,-12,-7,-4,-11,0,-15
CCOC(=O)C(=Cc1ccc(F)cc1)C(=O)OCC,1,-7[fluorescence artefact?],1.4,-8,-12,5,-13,2,-1
COc1ccc(CCNCC(O)COc2cccc(Br)c2)cc1 (stereo not given),-1,-5,0.6,-11,-1,-4,-7,11,1
O=C(CN1CCc2ccccc2C1)Nc1ccc(F)cc1F,-1,-6,0.9,12,-29,0,3,22,-1
CCn1c(-c2ccccc2)ccc(C#N)c1=O,0,-8[fluorescence artefact?],-0.2,-16,0,1,4,3,3
Cc1ccc2[nH]c(=O)c(CN(Cc3ccccc3Cl)C(=O)N3CCOCC3)cc2c1,-2,9,-0.1,-11,-3,-3,-3,2,-11
Cc1nc(-c2ccccn2)sc1C(=O)Nc1ccc(F)cc1F,.,3,0.1,-2,-4,2,-29,0,-7

# In another format: three of the compounds above
molecule | Runt-CBFb FRET | 14-3-3 Bad PPI | zVAD death inh | p47phox inh | MDM2 E3 inh | Runt-SMMHC FRET | EBV gp42 inh | Hck-Nef inh | TbHK1 inh
CCn1c(-c2ccccc2)ccc(C#N)c1=O | 0 | -8[fluorescence artefact?] | -0.2 | -16 | 0 | 1 | 4 | 3 | 3
Cc1ccc2[nH]c(=O)c(CN(Cc3ccccc3Cl)C(=O)N3CCOCC3)cc2c1 | -2 | 9 | -0.1 | -11 | -3 | -3 | -3 | 2 | -11
Cc1nc(-c2ccccn2)sc1C(=O)Nc1ccc(F)cc1F | . | 3 | 0.1 | -2 | -4 | 2 | -29 | 0 | -7
